# Bioassay records as filed in PubChem BioAssay.
# Bim-Bcl-B: inhibitors of Bim-Bcl-B binding, primary screen, biochemical, multiplexed, human Bcl-2 family | bead-based flow cytometry, Bim peptide-Bcl-B binding | inhibition, % at 10 µM | 190,000 tested, 0.073% active;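 note: 0% = tracer peptide without compound and 100% = reference inhibitor peptide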
# Target sequence (Q9HD36 whole entry, looked up): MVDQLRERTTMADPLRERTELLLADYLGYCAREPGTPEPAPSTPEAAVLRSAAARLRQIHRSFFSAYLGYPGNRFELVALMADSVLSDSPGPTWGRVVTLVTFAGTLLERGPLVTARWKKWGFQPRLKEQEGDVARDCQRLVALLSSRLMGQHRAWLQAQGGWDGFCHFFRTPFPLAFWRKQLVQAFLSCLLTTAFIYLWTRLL
# Bfl-1 Bim block: inhibitors of Bim binding to Bfl-1, primary screen, biochemical, multiplexed, bead-based flow cytometry; Bcl-2-related protein A1 (Homo sapiens), Q16548; Bim-Bfl-1 binding inhibition; inhibition, % at 10 µM; 190,000 tested, 0.12% active;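 note: 0% = wells without compound plus tracer and 100% = blocker peptide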
# RGS7-Gao reg: RGS7-Galphao binding modulators, primary screen, biochemical, multiplexed bead flow cytometry | Guanine nucleotide-binding protein G(o) subunit alpha (Homo sapiens), P09471 | actives lie on both sides | binding response (% of control), % at 10 µM | 220,000 tested, 0.35% active; in the data active = binding response below about 49% or above about 150%; inconclusive = no clear call, values can overlap the other calls; inactive = in between;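 note: fluorescent Galphao held in activated GDP-AlF4 state binding bead-coupled RGS7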
# Mcl1 Noxa PPI: Mcl-1/Noxa binding inhibitors, primary screen, biochemical, TR-FRET, 1536-well | TR-FRET Mcl-1/Noxa peptide binding, 2 h | inhibition, % at 21.7 µM | 220,000 tested, 1.5% active | AID 1022, 2008;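 active = compounds that cut the protein-peptide binding signal by more than 50% relative to plate controls in a single-dose test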;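 note: His-tagged Mcl-1 with rhodamine Noxa BH3 peptide and terbium anti-His antibody; 0% = Mcl-1 plus Noxa peptide wells and 100% = peptide-only wells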
# Target sequence (Q07820 whole entry, looked up): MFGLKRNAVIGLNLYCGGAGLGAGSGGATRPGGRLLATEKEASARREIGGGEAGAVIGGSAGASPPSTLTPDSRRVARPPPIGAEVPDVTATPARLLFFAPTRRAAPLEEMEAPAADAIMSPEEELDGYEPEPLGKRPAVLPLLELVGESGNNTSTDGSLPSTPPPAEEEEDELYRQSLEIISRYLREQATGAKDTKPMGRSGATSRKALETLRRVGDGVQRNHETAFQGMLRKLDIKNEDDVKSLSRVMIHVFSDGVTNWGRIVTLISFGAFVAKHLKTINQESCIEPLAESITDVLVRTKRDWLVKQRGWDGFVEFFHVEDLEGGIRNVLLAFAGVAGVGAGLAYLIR
# Bcl-XL Bim block: inhibitors of Bim-Bcl-XL binding, primary screen, biochemical, multiplexed, bead flow cytometry, human Bcl-XL; Bcl-2-like protein 1 (Homo sapiens), Q07817; inhibition, % at 10 µM; 190,000 tested, 0.04% active; Bim peptide-Bcl-XL binding, fluorescence
# Target sequence (Q07817 whole entry, looked up): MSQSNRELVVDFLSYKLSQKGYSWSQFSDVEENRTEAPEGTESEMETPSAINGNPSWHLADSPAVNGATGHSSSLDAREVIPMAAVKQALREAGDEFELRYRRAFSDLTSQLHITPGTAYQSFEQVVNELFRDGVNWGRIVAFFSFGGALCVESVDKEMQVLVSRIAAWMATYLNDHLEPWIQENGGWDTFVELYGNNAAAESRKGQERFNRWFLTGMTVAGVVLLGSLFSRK
# Bcl-2 Bim block: inhibitors of Bim-Bcl-2 binding, primary screen, biochemical, multiplexed, human Bcl-2 family; Apoptosis regulator Bcl-2 (Homo sapiens), P10415; Bead-based flow cytometry, Bim peptide-Bcl-2 binding; inhibition, % at 10 µM; 190,000 tested, 0.06% active; in the data active = inhibition above about 40%; inconclusive = no clear call, values can overlap the other calls;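 note: 0% = no compound wells with probe peptide and 100% = reference peptide inhibitor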
# Target sequence (P10415 whole entry, looked up): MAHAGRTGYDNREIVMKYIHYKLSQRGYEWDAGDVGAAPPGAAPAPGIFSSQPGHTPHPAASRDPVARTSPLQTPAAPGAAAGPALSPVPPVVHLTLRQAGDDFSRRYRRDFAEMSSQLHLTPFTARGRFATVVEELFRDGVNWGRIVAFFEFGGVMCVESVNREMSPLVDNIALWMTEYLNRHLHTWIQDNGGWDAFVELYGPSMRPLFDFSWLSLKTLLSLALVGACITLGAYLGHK
# Bim-Mcl-1: inhibitors of Bim peptide binding to Mcl-1, primary screen, biochemical, bead-based flow cytometry, multiplex; Induced myeloid leukemia cell differentiation protein Mcl-1 (Homo sapiens), Q07820; Bim peptide-Mcl-1 binding; inhibition, % at 10 µM; 190,000 tested, 0.1% active; AID 1009, 2008;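 note: 0% = no compound tracer wells and 100% = peptide blocker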
# RGS8-Gao: RGS8-Galphao binding modulators, primary screen, biochemical, multiplexed bead flow cytometry; actives lie on both sides; AID 1423, 2008; Guanine nucleotide-binding protein G(o) subunit alpha (Homo sapiens), P09471; 220,000 tested, 0.34% active; response (percent of control binding), % at 10 µM; in the data active = response below about 60% or above about 140%; inactive = in between;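 note: Galphao activated as the GDP aluminium fluoride complex binding bead-coupled RGS8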
# Mcl1 Bid PPI: Mcl-1/Bid binding inhibitors, primary screen, biochemical, TR-FRET, 1536-well. TR-FRET Mcl-1/Bid-Dy647 peptide binding. inhibition, % at 21.7 µM. 220,000 tested, 0.97% active. AID 1021, 2008;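 active = compounds that cut the binding signal by more than half at the single screening dose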;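 note: His-tagged Mcl-1 with europium anti-His antibody binding Bid BH3 peptide; 0% = Mcl-1 plus peptide wells and 100% = peptide-only wells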
# RGS4-Gao reg: modulators of RGS4 binding to Galphao, primary screen, biochemical, multiplexed bead flow cytometry; actives lie on both sides; binding response (% of control), % at 10 µM; AID 1415, 2008; 220,000 tested, 0.33% active; in the data active = binding response below about 49% or above about 150%; inactive = in between;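 note: fluorescent Galphao activated with aluminum fluoride binding bead-coupled RGS4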
# Bcl-W Bim block: inhibitors of Bim binding to Bcl-W, primary screen, biochemical, multiplexed, bead-based flow cytometry | Bcl-2-like protein 2 (Homo sapiens), Q92843 | inhibition, % at 10 µM | Bim peptide-Bcl-W binding | 190,000 tested, 0.02% active;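 note: 0% = bound tracer without compound and 100% = peptide blocker; higher means less fluorescent Bim peptide bound to Bcl-W beads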
# An asterisk follows results filed as active; ? = inconclusive; . = not tested or not shown; [ ] = remark or other dose. Cut-off read from the data, not from the text of the source, unless noted: active = inhibition above about 40%.
SMILES,Bim-Bcl-B,Bfl-1 Bim block,RGS7-Gao reg,Mcl1 Noxa PPI,Bcl-XL Bim block,Bcl-2 Bim block,Bim-Mcl-1,RGS8-Gao,Mcl1 Bid PPI,RGS4-Gao reg,Bcl-W Bim block
Cc1ccc(-c2nnc3sc(-c4ccncc4)nn23)cc1,-3.0,-11.0,101.2,1.3,-1.0,-3.0,4.0,101.4,-4.7,102.0,2.0
C/C(CC1(O)/C(=N/O)CCc2nonc21)=N\O (centres undefined),-10.0,-21.0,99.2,-6.5,-14.0,-15.0,-7.0,102.2,2.9,103.0,-6.0
Cc1ccc(S(=O)(=O)N2CCOCC(=O)NCCOCCNC(=O)COCC2)cc1,-10.0,-15.0,102.1,-6.9,-2.0,-5.0,-3.0,100.2,-12.7,99.3,-1.0
COc1ccc(CCNC(=O)c2ccc(CN3CCC(Cc4ccccc4)CC3)cc2)cc1,-11.0,-7.0,96.0,-4.8,-10.0,-23.0,-5.0,100.7,-4.3,101.5,-5.0
O=C(CCc1nc2ccccc2c(=O)[nH]1)OCCOc1ccc(Cl)cc1,-2.0,-6.0,?,7.5,0.0,-4.0,-2.0,101.6,-3.9,99.3,-1.0
O=C(CN1C(=O)c2ccccc2C1=O)Nc1ccccc1C(=O)NC1CCCCCC1,-5.0,0.0,102.6,-1.5,-3.0,0.0,-3.0,100.2,-5.2,97.9,-1.0
Cc1cccc(NC(=O)N2CCN(Cc3ccc(Cl)cc3)CC2)c1,-3.0,-5.0,91.7,14.1,-2.0,-4.0,0.0,95.0,-43.9,94.2,0.0
Nc1nc2c(c(=O)[nH]1)C(c1ccccc1)C1=C(N2)c2ccccc2C1=O (centres undefined),.,.,?,16.9,.,.,.,99.0,-83.6,95.1,.
Cc1ccc(S(=O)(=O)Cn2nnnc2CN2CCCC3(CCCCC3)C2)cc1,-6.0,0.0,102.2,6.3,-3.0,0.0,1.0,99.8,-14.0,97.5,-1.0
CC(SCCc1ccccn1)C(=O)O (centres undefined),-12.0,3.0,100.9,12.8,-9.0,9.0,-5.0,105.8,-13.3,101.1,-6.0
COc1cccc(NC(=O)c2ccco2)c1,4.0,4.0,99.3,13.4,3.0,6.0,5.0,98.6,-15.7,96.2,3.0
COCc1cc(/C=N\NC(=O)Cc2ccc(Cl)cc2)ccc1OC,-3.0,-1.0,102.8,7.6,0.0,0.0,0.0,102.3,-9.7,105.7,0.0
CC(=O)c1cccc(NC(=O)N2CCCC2C(=O)Nc2c(C)cccc2C)c1 (centres undefined),-7.0,-14.0,99.5,19.4,-3.0,-7.0,-3.0,103.4,6.9,100.7,0.0
COc1ccccc1C(=O)NNC(=O)c1cccc(Cl)c1,-7.0,-8.0,103.7,8.6,0.0,-8.0,-3.0,106.6,-21.0,101.7,-5.0
CC(C)[C@H](NC(=O)c1ccco1)C(=O)OCC(=O)N1CCc2ccccc21,-9.0,-14.0,102.9,5.9,-6.0,-5.0,-4.0,106.4,-6.9,107.0,-3.0
CC(=O)Nc1ccc(S(=O)(=O)NCCC(=O)NCCc2ccc(F)cc2)cc1,-9.0,-21.0,102.7,-1.9,-10.0,-13.0,-8.0,101.8,-6.7,100.8,-2.0
O=C(COC(=O)CCc1ccccc1)Nc1ccccc1OC(F)F,.,.,?,7.9,.,.,.,101.5,-27.6,103.1,.
Clc1ccccc1OCCn1cnc2ccccc21,-3.0,0.0,97.8,4.9,-2.0,-3.0,-4.0,98.7,11.1,98.4,-1.0
O=C(CN1C(=O)c2ccccc2C1=O)NCC1CCCO1 (centres undefined),-6.0,-5.0,97.5,-11.7,-3.0,-6.0,-1.0,98.5,-3.6,100.7,-1.0
CCOc1cc2[nH]c(=O)n(Cc3ccc(C(=O)NCCCN4CCC(C)CC4)cc3)c(=O)c2cc1OCC,-1.0,-4.0,104.5,6.5,-3.0,-2.0,-1.0,98.9,-23.9,102.0,-1.0
Cc1ccc(NC(=S)/C(=C(\[O-])c2ccc(F)cc2)[n+]2ccccc2)cc1,-8.0,2.0,103.2,17.8,-4.0,-1.0,-1.0,100.4,-34.5,103.8,-2.0
NC(=O)CSc1nnc(-c2ccccc2Br)n1-c1cccc(C(F)(F)F)c1,-13.0,-2.0,97.7,-4.8,-8.0,1.0,-2.0,97.6,-6.8,97.8,-2.0
CN(C)c1cccc2c1c(NC(=O)c1ccc(F)cc1)nn2C,.,.,?,13.7,.,.,.,101.0,-18.3,100.2,.
CCOC(=O)/C(=C/C=C1\Sc2cc(OCC)c(OCC)cc2N1CC)C(C)=O,3.0,-3.0,113.2,-37.5,7.0,-5.0,4.0,102.2,-41.6,111.9,4.0
O=C(OCCC1Oc2cccnc2NC1=O)c1ccc(F)cc1 (centres undefined),-3.0,-5.0,?,-6.3,-4.0,-3.0,0.0,101.4,-23.3,100.9,-3.0

# Next compounds:
SMILES,Bim-Bcl-B,Bfl-1 Bim block,RGS7-Gao reg,Mcl1 Noxa PPI,Bcl-XL Bim block,Bcl-2 Bim block,Bim-Mcl-1,RGS8-Gao,Mcl1 Bid PPI,RGS4-Gao reg,Bcl-W Bim block
CC(=O)C1=C(C)N(Cc2ccco2)C(=O)C1(NC(=O)C1CCCCC1)C(F)(F)F (centres undefined),-2.0,-10.0,95.1,2.0,-9.0,-2.0,0.0,99.6,-34.8,96.5,2.0
CC1CC(C)CN(Cc2nc(N)nc(Nc3ccccc3)n2)C1 (centres undefined),-5.0,-1.0,106.8,12.1,-3.0,-4.0,-4.0,111.7,-1.8,104.1,-4.0
COCC(=O)Nc1nc2ccc(S(C)(=O)=O)cc2s1,-5.0,-8.0,93.1,.,-1.0,-6.0,0.0,97.8,-17.5,94.8,-1.0
Oc1c(Cl)cc(Cl)c2cccnc12,-27.0,10.0,99.0,25.8,-2.0,7.0,3.0,98.1,-0.1,96.8,6.0
Cc1ccc(NC2=NCC(=O)N2Cc2ccc3c(c2)OCO3)cc1,-7.0,-9.0,95.3,2.9,-5.0,-7.0,-2.0,98.0,-25.8,93.8,2.0
Cc1cccc(C(=O)N/N=C/c2ccc3c(c2)OCO3)n1,-2.0,-8.0,98.7,-5.1,-1.0,-1.0,0.0,100.8,22.7,99.8,1.0
COc1ccc2c(=O)cc(-c3cccnc3)oc2c1OC,.,.,?,-8.8,.,.,.,99.8,-38.4,96.9,.
O=C(/C(=N\Nc1ccc(Br)cc1)Sc1nnnn1-c1ccccc1)c1ccccc1,-7.0,-13.0,101.2,19.6,0.0,0.0,1.0,102.0,-17.0,100.7,-1.0
COc1cc(/C=N/Nc2cc(C)nc(NS(=O)(=O)c3ccccc3)n2)ccc1O,.,.,?,30.6,.,.,.,97.7,-35.0,98.2,.
Cc1ccc2nc(SC(C(=O)Nc3ccc(F)cc3)c3ccccc3)[nH]c2c1 (centres undefined),-6.0,-17.0,98.0,8.6,-2.0,-6.0,0.0,101.2,3.2,102.6,-2.0
COc1cc(CC(=O)OCC(=O)NC2CC2)cc(OC)c1OC,0.0,-4.0,92.1,5.8,-1.0,0.0,0.0,99.8,-9.5,99.9,-2.0
Cc1cccc(NC(=O)N[C@@H](C)C(=O)O)c1,-12.0,-17.0,104.5,6.1,-11.0,-9.0,-7.0,101.4,-1.4,104.5,-3.0
COc1cc(CNCc2cccs2)ccc1OCc1cccs1,-2.0,0.0,98.3,37.4,-2.0,-3.0,0.0,103.3,-21.8,103.2,-1.0
NS(=O)(=O)c1ccc(NC(=O)CCCC(=O)O)cc1,-4.0,-5.0,100.1,-0.8,0.0,0.0,-3.0,99.5,-14.6,102.1,0.0
CC1=C(C(=O)OC(C)C)C(c2cccc(F)c2)N2C(=O)C(C)SC2=N1 (centres undefined),-7.0,-15.0,.,-0.3,-6.0,-11.0,-3.0,.,-41.9,.,0.0
CC(C)(C)CC(=O)NC(=S)NCc1ccccc1,-3.0,-3.0,95.7,10.4,-2.0,-5.0,-1.0,99.1,-15.1,101.1,0.0
O=C(NC(Cc1ccccc1)C(=O)O)c1ccc(S(=O)(=O)N2CCOCC2)cc1 (centres undefined),-5.0,-10.0,100.3,.,1.0,-8.0,-2.0,104.8,-25.4,101.7,-2.0
CCNCCC(=O)N1c2ccccc2Sc2ccc(NC(=O)OCC)cc21,-3.0,0.0,101.2,-9.1,-5.0,0.0,-5.0,95.8,-12.2,100.6,-3.0
COC(=O)c1cc([N+](=O)[O-])ccc1N1CCN(Cc2ccccc2)CC1,-2.0,4.0,97.3,20.2,-2.0,1.0,1.0,99.5,-8.8,98.0,0.0
COc1cc2cnncc2cc1OC,-5.0,-4.0,101.4,1.0,-6.0,1.0,-3.0,100.9,-9.3,100.6,-4.0
CCc1noc(C)c1C(=O)N1CCCC(C(=O)c2ccc(OC)c(F)c2)C1 (centres undefined),-8.0,-8.0,112.5,-6.4,-2.0,-5.0,0.0,107.3,-17.7,111.0,-5.0
COc1ccc2[nH]cc(C=O)c2c1,-1.0,0.0,95.6,4.3,1.0,-1.0,-1.0,95.9,-33.3,86.3,0.0
O=C(CSc1nc2cc(Cl)ccc2s1)c1ccco1,-3.0,0.0,95.0,22.2,3.0,-1.0,1.0,99.4,-45.8,96.1,3.0
CC(C)(C)c1nnc2sc(SC/C(O)=C(\C#N)c3nc4ccccc4[nH]3)nn2c1=O,-7.0,-9.0,161.3*[activator],35.8,0.0,-6.0,0.0,148.1*[activator],-27.4,177.2*[activator],-2.0
CCN(CC)c1ccc(/C=N/n2nnnc2N)c(O)c1,0.0,0.0,109.3,22.5,0.0,1.0,0.0,107.6,-2.4,103.9,0.0
CNc1nc(N)c(C(=O)Nc2cc(C)on2)s1,-2.0,0.0,105.3,1.7,-1.0,-3.0,0.0,103.0,-38.1,104.2,2.0
O=C(Nc1cccc(Cl)c1)OCCN1CCN(Cc2ccccc2)CCC1=O,-4.0,0.0,99.5,8.0,-3.0,0.0,-1.0,103.7,-6.4,100.0,-1.0

# Two consecutive entries out of the list so far, quoted:
SMILES,Bim-Bcl-B,Bfl-1 Bim block,RGS7-Gao reg,Mcl1 Noxa PPI,Bcl-XL Bim block,Bcl-2 Bim block,Bim-Mcl-1,RGS8-Gao,Mcl1 Bid PPI,RGS4-Gao reg,Bcl-W Bim block
CC(=O)C1=C(C)N(Cc2ccco2)C(=O)C1(NC(=O)C1CCCCC1)C(F)(F)F (centres undefined),-2.0,-10.0,95.1,2.0,-9.0,-2.0,0.0,99.6,-34.8,96.5,2.0
CC1CC(C)CN(Cc2nc(N)nc(Nc3ccccc3)n2)C1 (centres undefined),-5.0,-1.0,106.8,12.1,-3.0,-4.0,-4.0,111.7,-1.8,104.1,-4.0

# Some values from the entries so far:
# `Cc1ccc(NC2=NCC(=O)N2Cc2ccc3c(c2)OCO3)cc1` in Bim-Bcl-B has -7.0
# `CC(C)(C)c1nnc2sc(SC/C(O)=C(\C#N)c3nc4ccccc4[nH]3)nn2c1=O` in Bcl-XL Bim block has 0.0
